# Source: PubChem BioAssay (National Center for Advancing Translational Sciences (NCATS))
# HP1b binding inh = HTS for Inhibitors of HP1-beta Chromodomain Interactions with Methylated Histone Tails | Chromobox protein homolog 1 (Homo sapiens), P83916 | AlphaScreen HP1-beta / biotin-H3K9me3 peptide binding | Potency, µM (titrated, usually from 114 µM), inactives show at the highest dose activity change, negative = inhibition, most hits filed as inhibitors | 390,000 tested, 0.56% active; note: potency is the fitted concentration of half-maximal effect; nearly all actives have a fitted effect of over 70% in size; inactives centre near 23
#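 HP1-beta protein (50 nM final) preincubated 30 min at room temperature with biotinylated H3(1-18)K9me3 peptide (50 nM) in PBS pH 7.4, 0.01% Tween-20, then compound added for 30 min. AlphaScreen streptavidin donor/nickel chelate acceptor beads (10 ug/mL final), 30 min dark, luminescence read.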
# PGK inhibitor = qHTS Assay to Find Inhibitors of Phosphoglycerate Kinase; Phosphoglycerate kinase, glycosomal (Trypanosoma brucei brucei), P07378; PGK/GAPDH coupled, Kinase-Glo luminescence, 60 min; Potency, µM (highest dose often 57.5 µM), inactives show top-dose activity change, negative = inhibition, actives largely listed as inhibitors; 380,000 tested, 0.043% active; note: potency is the fitted concentration of half-maximal effect; % is set by controls: 0 for no effect and ±100 for the full control effect; nearly all actives have a fitted effect of over 60% in size
#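 Recombinant glycosomal PGK reaction used 1,3-bisphosphoglycerate generated in-well by GAPDH (100nM final) in 100mM TEA pH 7.6, 5mM MgCl2, 0.01% Tween-20. After 60 minutes at room temperature, ATP was read by Kinase-Glo Plus luminescence end-point.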
# PI4K2A block = qHTS for small molecular inhibitors of PI4K2A | AID 1346378, 2018 | purified PI4K2A, ADP-Glo luminescence, 1 h; active compounds read low | activity change, negative = inhibition, % at 76.9 µM | 420,000 tested, 0.13% active | Phosphatidylinositol 4-kinase type 2-alpha (Homo sapiens), Q9BTU6; in the data active = activity change below about -50%; inconclusive = mostly about -30% to -49%;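 note: -100% = wells without enzyme as full effect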
#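 ADP-Glo luminescence measured ADP generated by PI4K2A enzyme (4 ug/mL before mixing) with 1.2 mM PI substrate (pre-mix) and 300 microM ATP (pre-mix). Tris pH7.5 buffer with MgCl2, Triton X-100; 1 h reaction at ambient temperature.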
# G9a block = qHTS Assay for Inhibitors of Histone Lysine Methyltransferase G9a; Histone-lysine N-methyltransferase EHMT2 (Homo sapiens), Q96KQ7; G9a H3K9 monomethylation, AlphaScreen, 2 h; Potency, µM (top dose mostly 102 µM), without a hit: at the highest dose activity, negative = inhibition, hits mostly inhibitors; 350,000 tested, 8.8% active; note: potency is the fitted concentration of half-maximal effect; % is set by controls: 0 for no effect and ±100 for the full control effect; nearly all actives have a fitted effect of over 75% in size
# Target sequence (Q96KQ7 913-1193 limits assumed): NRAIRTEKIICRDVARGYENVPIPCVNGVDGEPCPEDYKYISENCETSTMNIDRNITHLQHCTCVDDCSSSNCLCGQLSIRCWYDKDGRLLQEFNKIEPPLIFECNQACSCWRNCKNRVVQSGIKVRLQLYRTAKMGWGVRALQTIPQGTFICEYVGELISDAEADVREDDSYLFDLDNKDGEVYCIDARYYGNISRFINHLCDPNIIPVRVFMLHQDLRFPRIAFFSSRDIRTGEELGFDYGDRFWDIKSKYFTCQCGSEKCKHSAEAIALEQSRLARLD
#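 G9a (20 nM) preincubated 15 min RT with compounds, then 500 nM biotinylated H3K9 peptide and 20 uM SAM added; 2 h RT reaction. Monomethyl-H3K9 product detected by AlphaScreen with anti-H3K9me1 antibody, streptavidin donor and anti-rabbit IgG acceptor beads.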
# GLS inh = qHTS for Inhibitors of Glutaminase (GLS) | Glutaminase kidney isoform, mitochondrial (Homo sapiens), O94925 | AID 624170, 2012 | Potency, µM (doses to about 45.5 µM), for inactives: at the top dose activity change, negative = inhibition, actives largely listed as inhibitors | GLS enzymatic activity, qHTS titration | 410,000 tested, 0.21% active; note: potency is the fitted concentration of half-maximal effect; % is set by controls: 0 for no effect and ±100 for the full control effect
# Target sequence (O94925 whole entry, looked up, canonical isoform): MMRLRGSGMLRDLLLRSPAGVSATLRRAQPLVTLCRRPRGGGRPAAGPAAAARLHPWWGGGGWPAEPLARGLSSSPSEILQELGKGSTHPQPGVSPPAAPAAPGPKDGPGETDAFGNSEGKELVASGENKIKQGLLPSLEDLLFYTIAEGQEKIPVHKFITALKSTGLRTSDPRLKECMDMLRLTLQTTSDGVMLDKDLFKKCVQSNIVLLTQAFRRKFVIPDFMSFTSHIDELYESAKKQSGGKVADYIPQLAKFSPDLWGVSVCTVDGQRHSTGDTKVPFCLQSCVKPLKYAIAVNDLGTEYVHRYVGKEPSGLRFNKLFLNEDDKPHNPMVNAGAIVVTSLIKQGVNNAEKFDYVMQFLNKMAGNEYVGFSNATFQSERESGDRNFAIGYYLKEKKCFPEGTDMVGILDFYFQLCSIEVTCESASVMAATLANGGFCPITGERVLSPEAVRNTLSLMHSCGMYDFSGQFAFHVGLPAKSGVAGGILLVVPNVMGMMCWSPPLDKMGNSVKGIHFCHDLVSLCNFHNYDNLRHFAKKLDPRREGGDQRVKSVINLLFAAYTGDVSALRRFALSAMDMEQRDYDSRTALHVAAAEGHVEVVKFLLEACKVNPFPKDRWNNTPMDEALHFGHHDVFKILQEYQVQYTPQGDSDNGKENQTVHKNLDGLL
#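 Two-point fluorescence kinetic (t0, 30 min RT) for hKGA; glutamate detected via glutamate oxidase–HRP–Amplex Red. Substrate: 1 mM L-glutamine solution; buffer 45 mM KH2PO4, pH 8.2.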
# Pin1 inhibitor = qHTS Assay to Find Inhibitors of Pin1. Pin1 FP peptide displacement, HiFluor488, 10 min. Potency, µM (series often up to 115 µM), inactives show top-dose activity, negative = inhibition, usual class: inhibitors. 390,000 tested, 0.009% active. Peptidyl-prolyl cis-trans isomerase NIMA-interacting 1 (Homo sapiens), Q13526; active = well fitted inhibition curve with a large enough effect in the polarisation, with a control signal flat, not every such curve was filed as active; inconclusive = small, poorly fitted or top-dose-only effect, or effect the other way, or a change in a side signal; inactive = no such curve, though single readings can be large or run the other way; the % refers to the polarisation; note: potency is the fitted concentration of half-maximal effect; % is set by controls: 0 for no effect and ±100 for the full control effect
# Target sequence (Q13526 whole entry, looked up): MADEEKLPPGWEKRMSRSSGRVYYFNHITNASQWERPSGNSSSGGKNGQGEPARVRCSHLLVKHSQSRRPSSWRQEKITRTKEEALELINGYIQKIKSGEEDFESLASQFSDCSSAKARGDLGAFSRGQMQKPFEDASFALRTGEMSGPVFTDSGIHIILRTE
# POLH inh = qHTS for Inhibitors of Polymerase Eta; DNA polymerase eta (Homo sapiens), Q9Y253; recombinant Pol eta, fluorescent DNA replication assay; Potency, µM (series often up to 114 µM), inactives show at the highest dose activity change, negative = inhibition, usual class: inhibitors; 390,000 tested, 1.2% active; AID 588591, 2011; note: potency is the fitted concentration of half-maximal effect; % is set by controls: 0 for no effect and ±100 for the full control effect
#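 Pol eta at 10 nM preincubated with compounds 15 min at room temperature; reaction started with fluorescent substrate (50 nM final) and read kinetically at 0 and 10 min.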
# BAZ2B block = qHTS Assay for Inhibitors of BAZ2B; 360,000 tested, 4.4% active; Bromodomain adjacent to zinc finger domain protein 2B (Homo sapiens), Q9UIF8; AlphaScreen BAZ2B-H3K14Ac peptide displacement; Potency, µM (top dose mostly 114 µM), for the others: at the top dose activity change, negative = inhibition, actives largely listed as inhibitors; note: potency is the fitted concentration of half-maximal effect; % is set by controls: 0 for no effect and ±100 for the full control effect; nearly all actives have a fitted effect of over 60% in size
#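 Compounds, titrated to a top concentration of 110 uM, were incubated 30 min at room temperature with preformed BAZ2B/acetyl-K14 H3 peptide complex (50 nM each). Proximity signal was measured by AlphaScreen after 20 min with beads.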
# JMJD2A Tudor = qHTS Assay for Inhibitors of JMJD2A-Tudor Domain; Lysine-specific demethylase 4A (Homo sapiens), O75164; AlphaScreen JMJD2A-Tudor / H3K4me3 peptide binding; Potency, µM (doses to about 114 µM), for inactives: at the top dose activity change, negative = inhibition, actives largely listed as inhibitors; 390,000 tested, 4.4% active; AID 504339, 2011; note: potency is the fitted concentration of half-maximal effect; % is set by controls: 0 for no effect and ±100 for the full control effect; nearly all actives have a fitted effect of over 50% in size
# Starred values were filed as active, the others as inactive; i = inactive; ? = inconclusive; / = no result given; & = joins results of further samples; [ ] = remark or other dose. Unless noted, calls come from the whole dose curve; as a rule, active = well fitted curve in the direction sought with a large enough effect; inconclusive = small, poorly fitted or top-dose-only effect, or another doubt; inactive = no such curve, though single readings can be large; an effect the other way counts as inactive or inconclusive.
# Values run as follows: HP1b binding inh	PGK inhibitor	PI4K2A block	G9a block	GLS inh	Pin1 inhibitor	POLH inh	BAZ2B block	JMJD2A Tudor
> COc1ccc(C(=O)Nc2cnc(NC(=O)c3cccs3)cc2C)cc1
→ 31%	-1%	-8	-7%	-2%	?	-13%	15%	-20%
> Cc1ccc(C(=O)Oc2cccc(NC(=O)c3ccccc3)c2)cc1C
→ 35%	0%	-4	3%[59 µM]	1%	5%	-19%	2%	-17%
> C=C(C)C1CCC(C)=C1CC(C)(C)/C=N\n1cnnc1 (centres undefined)
→ 30%	-8%	1	5%[12.7 µM]	0%	-2%	-13%	-3%	-10%
> Cc1ccc(CSc2cn(CC(=O)N3CCCC3)c3ccccc23)cc1
→ 27%	9%	-2	-44%[59 µM]	7%	37%[activator]	-6%	-28%	-21%
> O=S1(=O)CCOCCCN1Cc1ccccc1Br
→ 29%	-4%	-3	6%	-1%	-10%	1%	-9%	-2%
> Cc1nn(CC(=O)OCC(=O)Nc2c(C(C)C)cccc2C(C)C)c(C)c1[N+](=O)[O-]
→ 6%	-15%	1	-14%[59 µM]	-8%	0%	-19%	-1%	?
> Nc1ccn(-c2ccccc2)c(=O)c1
→ 9%	-4%	-6	-2%[59 µM]	-12%	3%	-8%	-3%	-15%
> COc1cc(C(=O)Nc2nccs2)cc(OC)c1OC
→ 14%	i	1	-1%[59 µM]	6%	4%	-1%	8%	-20%
> CN(C)C(=O)c1ccc(NC(=O)CSc2nnc(-c3cccs3)n2N)cc1
→ 31%	-1%	3	-10%[59 µM]	-1%	7%	4%	-5%	-3%
> c1ccc(CCc2cccnc2)cc1
→ 16%	6%	-1	/	-2%	0%	1%	/	-5%
> CC1CCC2(CC1)NC(=O)N(CC(=O)NCCc1c[nH]c3ccccc13)C2=O (centres undefined)
→ 16%	-7%	1	18%[2.33 µM]	6%	-1%	-11%	3%	-17%
> COc1ccccc1/C=C1\Cc2ccccc2C1=O
→ 25%	i	0	-8%[0.501 µM]	-1%	3%	3%	3%	-17%
> Cc1ccn2c(c1)nc(=O)c1cc(S(=O)(=O)N3CCC(C)CC3)ccc12
→ 16%	-12%	-2	-2%	1%	-3%	-14%	?	-23%
> CC(C)c1c(C(=O)N/N=C/c2ccccc2OCc2c(F)cccc2Cl)nnn1-c1nonc1N
→ 8%	0%	14	2%	3%	32%[activator]	-22%	-10%	?
> Cc1ccc(C2=N/C(=C\c3cccs3)C(=O)N2Nc2ccccc2)cc1
→ ?	0%	-3	?	7%	?	?	35µM*	?
> CN(C)Cc1nc2c([nH]1)c(=O)n(C)c(=O)n2C
→ 24%	-2%	-7	?	6%	-1%	-9%	-4%	3.5µM*
> Cc1ccc(C)c(NC(=S)N2CCN(c3cccc(C(F)(F)F)c3)CC2)c1
→ 20%	-5%	3	4%[59 µM]	-1%	-5%	-10%	2%	0%
> O=C(NCCCNc1ccc(C(F)(F)F)cc1[N+](=O)[O-])c1ccc(Cl)cc1
→ 7%	i	-3	9%	1%	1%	-6%	-5%	-24%
> CN(Cc1ccccc1)C(=O)c1c[nH]c2ccc(S(=O)(=O)N3CCOCC3)cc2c1=O
→ 30%	-5%	3	-12%	-1%	-7%	-20%	-1%	1%
> O=C(NC1CCCC1)c1ccc(Br)s1
→ 12%	19%	-1	5%[12.7 µM]	-2%	1%	-16%	-5%	13%
> Cc1ccc(NC(=O)Cn2cc3c(n2)CCCCC3)cc1
→ 25%	6%	-6	-4%[59 µM]	-13%	-4%	-17%	-25%	3%
> COc1ccc(/C=C/C(=O)N(C)C2(C)CCS(=O)(=O)C2)cc1 (centres undefined)
→ 32%	i	-1	7%	-1%	6%	-17%	10%	-14%
> CSc1ccc(CN(C)C(C)C(=O)Nc2ccc(F)c(F)c2F)cc1 (centres undefined)
→ 95%[activator]	1%	-1	92%[activator]	-1%	-1%	-17%	46%[activator]	49%[activator]
> O=C(Cc1ccccc1F)NC1CCCc2ccccc21 (centres undefined)
→ 52%	-1%	4	4%	0%	-1%	-14%	-7%	-1%
> CC(C)NC(=O)N(C)C[C@H]1Oc2ccc(NC(=O)Nc3ccc4c(c3)OCO4)cc2C(=O)N([C@H](C)CO)C[C@@H]1C
→ 40%[activator]	-2%	-3	/	15%	-18%	-7%	/	-23%
> COc1ccccc1-c1noc(COC(=O)c2ccc(Br)o2)n1
→ 62%[activator]	-1%	2	-1%[12.7 µM]	-4%	3%	-9%	4%	2%
> Cc1ccc(/C=C/C(=O)NCCCc2ccccc2)cc1
→ 33%	-5%	1	13%[59 µM]	-12%	6%	-14%	13%	-8%
> Cn1c(C(=O)NCCN2CCN(Cc3ccccc3)CC2)cc2c(=O)n(C)c3ccccc3c21
→ 43%[activator]	i	-6	24%[59 µM]	0%	?	-7%	1%	-8%
> CN(C)c1ccc(N=Cc2nc(-c3ccccc3)oc2OC(=O)c2cccc(Br)c2)cc1
→ -22%	3%	3	32µM*	29%	150%[activator]	-19%	35µM*	?
> O=C(Nc1ccc(Cl)cc1)N1CCCN(Cc2ccccc2F)C1
→ 33%	i	-3	6%	2%	0%	-6%	7%	-11%
> COc1ccc2c(c1OC)C(=O)OC2Nc1ccccn1 (centres undefined)
→ 38%	-3%	0	-36%[2.33 µM]	12%	-3%	-15%	-31%	-2%
> Cn1c(=O)c2c(ncn2CC(=O)Nc2nnc(Cc3ccccc3)s2)n(C)c1=O
→ 17%	-3%	13	-10%[59 µM]	14%	1%	0%	7%	-1%
> CCn1cc(C(=O)OCc2ccc(F)cc2)c(=O)c2ccc(C)nc21
→ 21%	/	-10	1%[12.7 µM]	0%	-1%	-12%	-33%	-13%
> CCCCOC(=O)/C(C#N)=C\c1ccc(-c2ccc(Cl)cc2)o1
→ 32%	-10%	-2	-8%[59 µM]	11%	8%	-15%	0%	-5%
> O[C@@H]1CN(Cc2ccccc2Cl)CC[C@H]1N1CCOCC1
→ 17%	-2%	-4	9%	6%	-9%	1%	0%	2%
> COc1ccccc1/C=C1\SC(=S)N(CCC(=O)NCCc2ccc(O)cc2)C1=O
→ 20%	-1%	1	-9%	-4%	-9%	-7%	-18%	-21%
> Cc1cccc(NC(=S)N2CCN(S(=O)(=O)c3cccc(F)c3)CC2)c1
→ 6%	i	-2	2%	-6%	9%	-10%	-39%	-11%
> Cc1ccnc(NC(=O)CCCOc2cc(=O)n(C)c3ccccc23)c1
→ 36%[activator]	-2%	-2&2	-5%	13%&6%	-3%	2%	?	?
> COc1ccc2c(c1)C(=NNC(=O)c1ccccn1)c1cc(OC)ccc1-2
→ 22%	-13%	1	?	1%	?	?	?	?
> CC(C)(C)c1ccc(C(=O)Cn2cnnc2C#N)cc1
→ 32%	i	-4	25%	0%	3%	-13%	2%	-1%
> CC(=O)c1cccc(NC(=O)NCc2ccc3c(c2)OCO3)c1
→ 19%	-4%	0	16%	-9%	5%	-6%	-16%	1%
> CC(C)(C)Cc1nnc(NS(=O)(=O)c2ccccc2)s1
→ -1%	1%	-16	79µM*	13%	-7%	1%	-19%	-13%
> Cn1ccsc1=NC(=O)c1ccc(S(C)(=O)=O)c([N+](=O)[O-])c1
→ 3%	-3%	-1	?	4%	2%	-16%	-15%	-16%
> Cc1ccc([N+](=O)[O-])c(OCc2ncc(Cl)n2C)c1
→ 3%	-7%	-2	-23%	-3%	-3%	-4%	-20%	-15%
> C=CCNC(=O)c1ccccc1NC(=O)c1ccc(Cl)c(S(=O)(=O)Nc2ccccc2)c1
→ -3%	-2%	-1	23%	5%	7%	-4%	-31%	-26%
> CC(C)(C)c1ccc(-c2noc(-c3ccc4c(c3)CCO4)n2)cc1
→ 49%[activator]	i	3	/	3%	-2%	-21%	25%	44%[activator]
> C[C@]12CCC(=O)C=C1CC[C@@H]1[C@@H]2CC[C@@]2(C)[C@H]1CC[C@@]21CCC(=O)O1
→ 60%[activator]	/	6	1%[2.33 µM]	1%	-1%	-11%	0%	-7%
> Nc1nnc(SCC(=O)OCC(=O)Nc2ccccc2F)s1
→ 36%	3%	-6	-12%[12.7 µM]	9%	2%	3%	2%	-11%
> Cc1cc(C)c(C(N)=O)c(Nc2ccc(F)cc2)n1
→ 9%	-3%	-1	30%	4%	-7%	-16%	-4%	-13%
> CCN1CCN(C(c2ccc(F)cc2)c2nnnn2Cc2cccs2)CC1 (centres undefined)
→ 2%	-9%	-16	?	-7%	-7%	-17%	-8%	-4%[11.4 µM]
> CC1CCN(C(=O)CCc2ccc(S(=O)(=O)NC(C)C)cc2)CC1
→ 12%	-3%	3	20%[59 µM]	8%	1%	0%	9%	2%
> CCOC(=O)CNC(=O)COc1coc(CN2CCN(Cc3ccccc3)CC2)cc1=O
→ 54%[activator]	-8%	0	19%[0.501 µM]	-1%	41%[activator]	-14%	2%	21%
> O=C(COC(=O)c1ccc[nH]c1=O)Nc1cc(S(=O)(=O)N2CCCCC2)ccc1Cl
→ 39%[activator]	-3%	-9	-41%	15%	3%	-18%	15%	89µM*

# Not all compounds are listed; rates above refer to the full screens.
